# RTF Ca sens inh: cardiac RTF calcium desensitization; P19429+P45379; 340,000 tested, 0.12% active; IANBD-labeled cardiac RTF, Ca2+ fluorescence; inhibition, % at 7.15 µM;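 active means inhibition above the mean inhibition of all tested compounds plus 3 SD, cut at about 17% in these data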;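 further: assay run at fixed EC70 calcium of 1.6 mM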
# Arr AP2 block: blocks beta-arrestin peptide binding to AP2 adaptin; FITC-arrestin peptide / GST-AP2 beads, flow cytometry; AP2 beta2 appendage carries R879A mutation; inhibition, % at 10 µM; 340,000 tested, 0.31% active;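 active means inhibition above a set limit, near 3 SD of compounds lacking own fluorescence, cut at about 54% in these data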;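 further: plate controls were DMSO wells for no effect and 5 µM unlabelled arrestin peptide for full effect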
#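 System: GST-AP2 R879A glutathione beads. Medium: PBS with 0.05% Tween 20 and 0.1% BSA. Also added: FITC-arrestin peptide, 50 nM. Incubation: 12 min plus 1 h, RT. Measured by: high-throughput flow cytometry of beads, ex 488, em 535 nm. Evaluation: percent drop in bead-associated FITC signal.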
# MOR-DOR ag: OPRM1-OPRD1 heterodimerization agonism | P35372+P41143 | cells, luminescence | 340,000 tested, 0.3% active | activation, % at 9.3 µM | AID 504326; in the data active means activation above about 18%;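 further: 0% = vehicle-treated cells and 100% = reference agonist; values of inactives mirror those of a sister screen read the other way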
# V-ATPase pH: regulators of yeast V-ATPase proton transport. AID 504577. 350,000 tested, 0.37% active. response, % at 10 µM. S. cerevisiae, pHLuorin cytosolic pH fluorescence; in the data active means response mostly above about 7.3%, no sharp cut-off; inactive means mostly below about 5.4%; further: actives read high; inactives centre near 0; some compounds called inactive have numbers as strong as hits; reference of the scale not given here
# Wnt bcat act: activates Wnt/beta-catenin signaling in a reporter cell assay. activator, plate reader. activation, % at 9.35 µM. 300,000 tested, 1.2% active. AID 743398; in the data active means activation above about 30%, passing the limit was not always enough;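 further: 0% = neutral control wells and 100% = positive control wells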
# cardiac RTF act: cardiac RTF calcium sensitization | P19429+P45379 | IANBD-labeled TnC RTF fluorescence at EC20 calcium; 0% EC20 calcium, 100% full calcium | activation, % at 7.2 µM | 340,000 tested, 0.24% active | AID 493008;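 active means activation above the mean over all tested compounds plus 3 SD, cut at about 30% in these data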;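 further: rise in fluorescence read as greater calcium sensitivity of cardiac thin filaments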
# Pemphigus Ab inh: human desmoglein-3 autoantibody binding inhibition; P32926; DSG3-coupled beads, scFv-anti-DSG3-GFP binding, flow cytometry; hits give low values; binding (percent of control), % at 10 µM; 310,000 tested, 0.48% active; AID 588358;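 active means binding more than 3 SD below its plate's average and above zero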;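 further: hits lower antibody fragment binding to DSG3; some compounds called inactive have numbers as strong as hits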
# Target sequence (P32926 whole entry, looked up, the tested form may be a part): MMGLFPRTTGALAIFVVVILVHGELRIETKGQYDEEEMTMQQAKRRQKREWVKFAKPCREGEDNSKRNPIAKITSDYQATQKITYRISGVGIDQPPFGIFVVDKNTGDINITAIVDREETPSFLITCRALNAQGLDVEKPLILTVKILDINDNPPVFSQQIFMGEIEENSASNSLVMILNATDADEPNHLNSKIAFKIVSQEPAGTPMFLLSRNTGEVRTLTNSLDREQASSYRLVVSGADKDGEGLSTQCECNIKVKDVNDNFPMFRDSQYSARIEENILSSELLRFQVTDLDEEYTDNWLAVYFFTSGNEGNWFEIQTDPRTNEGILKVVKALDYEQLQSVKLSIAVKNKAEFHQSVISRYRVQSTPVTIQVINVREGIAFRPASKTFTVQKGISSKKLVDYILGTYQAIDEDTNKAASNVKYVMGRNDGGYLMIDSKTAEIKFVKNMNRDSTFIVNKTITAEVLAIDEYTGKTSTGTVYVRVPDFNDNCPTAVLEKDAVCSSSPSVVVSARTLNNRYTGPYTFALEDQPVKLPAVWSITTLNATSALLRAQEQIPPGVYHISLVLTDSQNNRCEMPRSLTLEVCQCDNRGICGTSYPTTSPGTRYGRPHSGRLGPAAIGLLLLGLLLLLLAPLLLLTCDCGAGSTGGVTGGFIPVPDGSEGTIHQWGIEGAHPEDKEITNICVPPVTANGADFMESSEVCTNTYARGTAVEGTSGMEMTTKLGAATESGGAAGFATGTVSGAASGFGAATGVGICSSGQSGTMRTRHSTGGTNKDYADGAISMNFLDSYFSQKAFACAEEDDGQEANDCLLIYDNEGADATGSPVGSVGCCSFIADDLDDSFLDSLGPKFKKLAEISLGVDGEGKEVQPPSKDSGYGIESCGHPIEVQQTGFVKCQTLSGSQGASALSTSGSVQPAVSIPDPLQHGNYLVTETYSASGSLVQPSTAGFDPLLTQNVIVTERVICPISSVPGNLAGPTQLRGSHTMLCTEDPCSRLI
# Keap1 Nrf2 FP: inhibitors of human Keap1-Nrf2 protein-protein interaction. Keap1 Kelch-Nrf2 peptide fluorescence polarization, 1536-well. inhibition, % at 9.4 µM. 340,000 tested, 0.15% active. AID 504523; in the data active means inhibition above about 12%;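 further: human Keap1 Kelch domain with fluorescein labeled Nrf2 9mer peptide probe; 0% = neutral control wells and 100% = peptide positive control; higher means more block of Keap1 binding to Nrf2 peptide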
# LANA DNA inh: KSHV C-LANA DNA binding inhibition; 340,000 tested, 0.078% active; AID 504423; MBP-C-LANA/FAM-LBS DNA binding, fluorescence polarization; inhibition, % at 9 µM;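 active means highest replicate inhibition at or above 60% at 9 µM, even if other replicates fall short; inactive means all replicates below 60% inhibition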;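 further: 0% = neutral control wells and 100% = 4 µM acridine orange control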
# OPRM1-OPRD1 inv: mu-delta opioid heterodimer inverse agonism; P35372+P41143; AID 504357; 340,000 tested, 0.21% active; cell-based MOR-DOR heterodimer luminescence; inhibition, % at 9.3 µM; in the data active means inhibition above about 22%, passing the limit was not always enough;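 further: 0% = cells with DMSO and 100% = wells without cells with DMSO; values of inactives mirror those of a sister screen read the other way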
# * = called active by the depositor; . = not tested or not shown; & = joins results of further samples. Rows are unselected. Share with any hit: about 3.1%.
SMILES,RTF Ca sens inh,Arr AP2 block,MOR-DOR ag,V-ATPase pH,Wnt bcat act,cardiac RTF act,Pemphigus Ab inh,Keap1 Nrf2 FP,LANA DNA inh,OPRM1-OPRD1 inv
CCN(C(=O)C1CC1)C1CCS(=O)(=O)C1 (stereo not drawn),-5,39,-0.1,-2,0,-3,104,5,0.9,1
COc1cc(/C=C2/SC(=S)N(Cc3ccccc3)C2=O)ccc1OCC(=O)O,2,6,0.4,4,0,-3,113,-3,-0.9,-2
CC(C)(C)NC(=O)CCn1nc(-c2ccc(Cl)cc2)c2ccccc2c1=O,-1,7,-4.9,-4,.,-6,97,1,-0.1,25
O=C(CCOc1ccccc1)Nc1cccc([N+](=O)[O-])c1,0,-3,-0.5,-2,-3,0,92,-4,-1.1,4
CC(OC(=O)c1cc2sccc2n1C)C(=O)NC(C)(C)C (stereo not drawn),-4,14,-0.2,0,1,5,102,-1,-0.6,1
CCN(CC)C(=O)CSc1nnc(-c2cc(-c3ccc(Cl)cc3)nc3ccccc23)o1,1,19,1.8,-7,-1,-1,95,-7,-0.3,-11
COC(=O)c1cc(C(=O)OCC(=O)N(C)C2CCS(=O)(=O)C2)cc([N+](=O)[O-])c1 (stereo not drawn),-11,22,-0.3,-3,-2,-2,101,-4,0.1,1
CCNS(=O)(=O)c1ccc(CCC(=O)NCc2ccc3c(c2)OCO3)cc1,0,-11,-1.0,-3,4,2,98,-5,0.6,5
CC(C)(C)C(=O)Nc1nnc(Cc2ccccc2)s1,-2,8,6.0,-4,.,1,102,2,0.6,-30
CCOc1ccc(C(=O)NCc2ccco2)cc1OC,-8,19,-1.9,-1,0,-4,98,-4,-1.0,9
NC(=O)CSc1nc2ccccc2n1Cc1ccccc1F,-6,-8,0.5,-1,-5,4,110,0,-0.3,-3
CCOC(=O)c1ccc(NC(=S)NC(=O)COc2ccccc2)cc1,-10,-60,0.8,65*,.,5,.,0,-1.0,-4
Cn1c(=O)oc2cc(S(=O)(=O)NCCN3CCN(c4ccccc4F)CC3)ccc21,-5,-7,0.2,-1,0,-1,106,4,-1.8,-1
O=C(COc1ccccc1)NNC(=O)c1cc2ccccc2o1,0,-17,-3.4,1,.,6,129,-4,-0.6,18
COc1ccc(Cn2c(=O)[nH]c3cc(C(=O)NCCCN4CCCC4=O)ccc3c2=O)cc1,-15,-11,-1.3,0,-2,-6,.,-3,0.2,8

# 5 compounds out of the list above, arranged by their value in OPRM1-OPRD1 inv, lowest first.
Molecule	OPRM1-OPRD1 inv
COc1cc(/C=C2/SC(=S)N(Cc3ccccc3)C2=O)ccc1OCC(=O)O	-2
COC(=O)c1cc(C(=O)OCC(=O)N(C)C2CCS(=O)(=O)C2)cc([N+](=O)[O-])c1 (stereo not drawn)	1
CCNS(=O)(=O)c1ccc(CCC(=O)NCc2ccc3c(c2)OCO3)cc1	5
CCOc1ccc(C(=O)NCc2ccco2)cc1OC	9
CC(C)(C)NC(=O)CCn1nc(-c2ccc(Cl)cc2)c2ccccc2c1=O	25

# (cont.)
SMILES,RTF Ca sens inh,Arr AP2 block,MOR-DOR ag,V-ATPase pH,Wnt bcat act,cardiac RTF act,Pemphigus Ab inh,Keap1 Nrf2 FP,LANA DNA inh,OPRM1-OPRD1 inv
CC1(C)CC(=O)C(C=NCCN2CCN(C(=O)NC34CC5CC(CC(C5)C3)C4)CC2)=C(O)C1,-12,3,-3.1,2,.,-2,108,-5,-0.9,15
CS(=O)(=O)c1ccc(-c2nnc(NC(=O)c3ccco3)o2)cc1,8,-17,-0.1,-1,1,-1,107,0,-0.2,1
Cc1ccc(C)c(C(=O)NC(C)CCc2ccccc2)c1 (stereo not drawn),4,28,-1.6,-2,-1,0,104,0,1.3,9
CC(C)c1ccc(N(C(=O)c2snc(C(N)=O)c2N)C(C(=O)NCC2CCCO2)c2ccc(N(C)C)cc2)cc1 (stereo not drawn),-10,-12,0.0,-1,-2,-4,104,7,0.0,0
Cc1ccc(S(=O)(=O)N(C)C)cc1NC(=O)COC(=O)C1COc2ccccc2O1 (stereo not drawn),-3,14,-0.6,4,0,-2,99,2,-1.4,3
COC(=O)c1ccc(C2c3c(oc4ccc(F)cc4c3=O)C(=O)N2CCO)cc1 (stereo not drawn),-11,1,-2.9,9,.,3,104,1,0.9,13
CC(=O)Nc1ccc(NC(=O)CSc2nnnn2-c2ccc(F)cc2)cc1,-8,13,-2.1,0,1,-4,61*,-5,1.2,10
Cc1ccc(C(=O)CSc2nnc(C(C)C)n2C)cc1C,-10,9,-2.8,-1,4,5,101,1,0.9,15
CC(C)CC(=O)Nc1cc2nn(-c3ccccc3)nc2cc1Cl,5,-7,-0.4,0,.,3,.,-6,-0.5,2
O=C(O)c1cc2cccc(S(=O)(=O)N3CCOCC3)c2cc1O,-3,6,0.8,-6,-1,3,92,2,-0.6,-5
CCC(C)N1C(=O)CCC1C(=O)O (stereo not drawn),-4,12,-1.0,1,-5,-5,101,-1,0.1,6
O=C(CNCCc1ccc(F)cc1)Nc1cc(F)ccc1F,0,3,1.4,0,0,1,100,1,0.0,-6
COc1ccc(CC(=O)Nc2nnc(-c3cccc([N+](=O)[O-])c3)s2)cc1,4,18,-1.4,-3,-2,2,100,0,0.4,8
C/C(=N\NC(=O)Cc1cccn1C)c1ccc([N+](=O)[O-])cc1,.,38,.,-2,2,.,109,.,.,.
CC1CCN(c2ccc3c(c2)S(=O)(=O)c2cccc(C(=O)NC4CC4)c2C3=O)CC1,-10,4,0.8,1,13,5,122,-6,2.2,-5

# Entries listed above shown as hits in V-ATPase pH:
molecule	Arr AP2 block	MOR-DOR ag	V-ATPase pH	Wnt bcat act	Pemphigus Ab inh	Keap1 Nrf2 FP	LANA DNA inh	OPRM1-OPRD1 inv
CCOC(=O)c1ccc(NC(=S)NC(=O)COc2ccccc2)cc1	-60	0.8	65*	.	.	0	-1.0	-4

# Additional structures follow:
SMILES,RTF Ca sens inh,Arr AP2 block,MOR-DOR ag,V-ATPase pH,Wnt bcat act,cardiac RTF act,Pemphigus Ab inh,Keap1 Nrf2 FP,LANA DNA inh,OPRM1-OPRD1 inv
Cc1cc(/C=C2\SC(=S)NC2=O)c(C)n1C1CC1,-17,0,-3.7,2,0,8,101,-14,-2.9,19
Cc1ccc(-n2nc(C(=O)c3ccccc3)n3c(=O)cc(-c4ccccc4)nc23)cc1,2,-9,-2.3,-4,.,0,103,-6,0.6,13
COC(=O)Cn1c(-c2ccc(OC)cc2)c(-c2ccc(OC)cc2)nnc1=O,-11,24,0.1,-3,-1,-4,115,4,0.5,-1
CC(O)CN(Cc1cccc(Cl)c1)CC(C)O (stereo not drawn),-6,-3,-1.2,0,1,-2,102,2,-1.2,6
CCn1cc(C(=O)Nc2ccc(Cl)cc2Cl)cn1,1,1,-2.0,0,9,4,95,-2,0.0,10
Cc1cc2cc3c(cc2nc1SCC(=O)OC(C)C)OCCO3,5,-1,3.0,-5,0,10,99,0,0.3,-18
CS(=O)(=O)N1CCN(Cc2ccccc2C(F)(F)F)CC1,-4,5,-3.8,-1,2,-5,105,3,-1.4,16
CCN1CCN(Cc2ccc(NC(=O)c3cc(NC(=O)N4CCNC4=O)cc(OC)c3)cc2C(F)(F)F)CC1,-2,4,-1.8,3&1,-2&-3,2,107,-7,-0.5,10
Cc1ccc(NS(=O)(=O)c2c(C)ccc3nsnc23)c([N+](=O)[O-])c1,0,-13,-2.7,2,-2,-3,109,4,-0.4,14
C=CCn1c(NCc2ccc3c(c2)OCO3)nc2ccccc21,-2,30,-4.0,-2,.,-3,.,-1,1.9,16
Brc1ccc(-c2cn3ccccc3n2)cc1,-15,4,3.6,4,49*,6,93,5,2.1,-19
O=C(c1cc(F)c(F)c(F)c1F)N1CCN(Cc2ccc3c(c2)OCO3)CC1,-3,-2,-2.8,0,-2,2,101,-3,3.2,13
Cc1cc(C)n(C(=O)COc2ccc([N+](=O)[O-])cc2)n1,-15,2,-0.8,0,.,4,106,-7,-0.7,4
O=C(O)CSCc1nc2cccnc2n1C1CCCCC1,-6,10,-2.4,0,0,0,96,6,-0.6,11
Cc1cc(C(=O)N2CCN(c3ccccc3)CC2)c(C)o1,-4,-6,2.7,-6,.,-4,99,0,0.8,-15

# Of the compounds above, 4 have a furan ring, fused or not:
SMILES,RTF Ca sens inh,Arr AP2 block,MOR-DOR ag,V-ATPase pH,Wnt bcat act,cardiac RTF act,Pemphigus Ab inh,Keap1 Nrf2 FP,LANA DNA inh,OPRM1-OPRD1 inv
CCOc1ccc(C(=O)NCc2ccco2)cc1OC,-8,19,-1.9,-1,0,-4,98,-4,-1.0,9
O=C(COc1ccccc1)NNC(=O)c1cc2ccccc2o1,0,-17,-3.4,1,.,6,129,-4,-0.6,18
CS(=O)(=O)c1ccc(-c2nnc(NC(=O)c3ccco3)o2)cc1,8,-17,-0.1,-1,1,-1,107,0,-0.2,1
Cc1cc(C(=O)N2CCN(c3ccccc3)CC2)c(C)o1,-4,-6,2.7,-6,.,-4,99,0,0.8,-15

# (next part)
SMILES,RTF Ca sens inh,Arr AP2 block,MOR-DOR ag,V-ATPase pH,Wnt bcat act,cardiac RTF act,Pemphigus Ab inh,Keap1 Nrf2 FP,LANA DNA inh,OPRM1-OPRD1 inv
COc1ccc(NC(=O)CN(Cc2ccccc2)S(C)(=O)=O)c(OC)c1,-4,13,2.2,-2,.,-3,97,4,-5.1,-11
COc1ccccc1/C=C/CN1CCCC(CO)(Cc2cccc(Cl)c2)C1 (stereo not drawn),1,15,6.2,-3,-2,-5,.,0,-2.0,-29
C=CCNCCCCOc1ccccc1,-10,-6,1.3,-3,-3,11,121,0,-0.5,-7
CN(C(=O)c1cccc(NC(=O)Cc2ccc(NC(=O)C3CCCN(C(=O)C4CCCCC4)C3)cc2)c1)C1CCCCC1 (stereo not drawn),-7,9,-0.2,0,-1,3,95,4,-2.4,1
Cc1cccc(N(Cc2ccccc2)C(=O)c2ccc(C)c(S(=O)(=O)N3CCOCC3)c2)c1,4,-1,-1.4,2,-4,-1,.,-3,-0.8,6
O=C(Cc1cccs1)Nc1ccc(S(=O)(=O)Nc2ncccn2)cc1,1,4,-0.6,-1,.,2,102,-3,10,3
O=C(COC(=O)CCc1ccc(S(=O)(=O)N2CCOCC2)cc1)NC1CCCCCC1,-4,1,-1.4,-1,2,-2,94,-5,0.3,9
CC(=O)Nc1ccc(NC(=O)c2c(C)nn(-c3ccccc3)c2Cl)cc1C,-4,2,-1.9,-3,-1,4,106,-1,-0.3,10
CC(C)(C)[C@H]1C=C(C(=O)NCc2ccccc2)O[C@@H](OCCCCO)C1,-13,13,0.2,8,0,-2,97,1,-4.3,-1
COc1cc(-c2cc(-c3ccccc3)nc(SCC(=O)Nc3nccs3)c2C#N)cc(OC)c1OC,-10,11,1.3,-1,.,2,100,4,0.9,-7
CCC(C)[C@H](NC(=O)Nc1ccc(Oc2ccccc2)cc1)C(=O)O (stereo partly drawn),5,-4,-2.2,2,.,-2,100,-6,0.3,13
COc1ccc(NC(=O)COc2ccc(N(C)S(=O)(=O)c3ccc(Cl)cc3)cc2)cc1,5,11,-1.1,-2,-6,-1,.,-3,-0.4,5
COCCSc1ccccc1C(=O)NCC1CCCO1 (stereo not drawn),3,-2,-1.9,2,-1,-3,98,2,0.6,11

# Screening results as filed in PubChem BioAssay.
